From PubChem BioAssay
CHT block: inhibitors of human choline transporter CHT. Q9GZV3. CHT-expressing cells, membrane potential dye, choline response; active compounds read low. B-score at 10 µM. actives 0.86% (n = 310,000);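 active = B-score over 3 SD under the library average, and starting fluorescence ratio not unusually high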;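 note: choline stimulus applied at its EC90 after an EC20 pre-addition; B-score computed on integrated fluorescence ratio after choline addition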
Target sequence (Q9GZV3 whole entry, looked up): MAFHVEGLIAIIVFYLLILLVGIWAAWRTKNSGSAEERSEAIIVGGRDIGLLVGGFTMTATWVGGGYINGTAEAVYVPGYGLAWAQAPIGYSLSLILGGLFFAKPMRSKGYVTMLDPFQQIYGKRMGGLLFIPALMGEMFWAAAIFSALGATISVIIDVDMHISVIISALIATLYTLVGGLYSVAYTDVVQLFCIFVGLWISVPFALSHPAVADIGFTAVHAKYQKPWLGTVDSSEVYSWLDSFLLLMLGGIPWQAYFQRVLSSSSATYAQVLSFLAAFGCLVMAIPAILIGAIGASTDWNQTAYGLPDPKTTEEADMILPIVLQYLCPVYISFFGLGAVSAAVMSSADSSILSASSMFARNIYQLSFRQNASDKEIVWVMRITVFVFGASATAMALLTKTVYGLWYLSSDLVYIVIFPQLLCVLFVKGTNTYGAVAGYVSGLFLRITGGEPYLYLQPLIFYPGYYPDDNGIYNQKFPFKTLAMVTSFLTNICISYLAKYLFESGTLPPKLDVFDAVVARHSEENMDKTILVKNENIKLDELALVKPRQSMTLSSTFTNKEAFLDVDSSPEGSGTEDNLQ
CHT allo act: allosteric activators of human choline transporter CHT | CHT-expressing cells, membrane potential dye, choline EC20; active compounds read high; LV-AA mutant CHT in HEK293 cells | B-score at 10 µM | actives 0.49% (n = 310,000) | AID 488977;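 active = initial fluorescence not abnormally high and integrated response B-score, plate-corrected, over 3 SD above library mean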
* = called active by the depositor; i = inactive.

no.	smiles	CHT block	CHT allo act
1	FC(F)(F)c1cc(-c2ccc(Cl)cc2)nc2ncnn12	i	i
2	CCOC(=O)N1CCN(c2ncnc3c2[nH]c2ccc(OC)cc23)CC1	i	i
3	CCn1c(SCc2cccc(C)c2)nnc1-c1ccc(C)cc1	i	i
4	c1ccn2c(SCc3ccc4c(c3)OCCO4)nnc2c1	i	i
5	Cc1ccc(NC(=S)NC2CC3CCCC(C2)N3Cc2cccs2)cc1 (stereo not given)	i	i
6	Cc1cc(C(=O)CSc2nc3ccccc3c(=O)n2C)c(C)n1Cc1ccc2c(c1)OCO2	i	i
7	OCCC1CN(Cc2nc(-c3ccc(F)cc3)cs2)CCN1CCc1ccccc1 (stereo not given)	i	i
8	Cc1cccc(NS(=O)(=O)c2nnc(NC(=O)c3ccc(C)c(C)c3)s2)c1	i	i
9	COC(=O)c1ccsc1-n1cc(C#N)c(=O)n(C)c1=O	i	i
10	Cc1ccc(SCC(=O)Nc2ccc3c(c2)C(=O)NC3=O)cc1	i	i
11	CCOc1ccccc1C(=O)Nc1cccc2cccnc12	i	i
12	Nc1ncnc2c1ncn2[C@H]1C[C@H](O)[C@@H](CO)O1	i	i
13	COC(=O)CCC(=O)NNC(=O)C1CC1(c1ccccc1)c1ccccc1 (stereo not given)	i	i
14	COC(=O)c1ccc(C(C(=O)NC2CCCCC2)N(Cc2ccccc2)C(=O)Cc2cccs2)cc1 (stereo not given)	i	i
15	COc1ccc(NC(=S)N(CCN2CCCCC2)Cc2ccco2)cc1	i	i
16	O=C(c1ccccc1)c1cccc(NC(=O)c2ccco2)c1	i	i
17	CN(c1ccccc1C(=O)N1CCOCC1)S(C)(=O)=O	i	i
18	COC(=O)c1ccc(NC(=O)C2CCCO2)cc1 (stereo not given)	i	i
19	CCN1CCN(C(=S)c2ccc([N+](=O)[O-])cc2)CC1	i	i
20	CN(C)C(=O)N1CCN(C(=O)N2CCOCC2)CC1	i	i
21	CCOC(=O)C1CCN(C(=O)/C=C/c2ccccc2OC)CC1	i	i
22	CCOC(=O)/C(C#N)=C1/C=Nc2ccccc2N1	i	i
23	Cc1nc(SCC(=O)Nc2ccc(OCc3ccccc3)cc2)n[nH]1	i	i
24	CCCCS(=O)(=O)Nc1ccc2cn[nH]c2c1	i	i
25	OCCNc1nc(-c2ccccc2)c2cc(Cl)ccc2n1	i	i
26	COc1cccc(CNC(=O)C(=O)NCC2CCCN2S(=O)(=O)c2cc(C)ccc2C)c1 (stereo not given)	i	i
27	Oc1c(Br)cc(Cl)cc1C=Nc1ccccc1Br	-7.12*	i
28	CCCCC1=CC2=CC(=O)C(C)(OC(=O)CC)C(=O)C2=CN1c1cccc(C#N)c1 (stereo not given)	i	i
29	CCN(C(=O)CSc1ncn[nH]1)c1cccc2ccccc12	i	i
30	COc1cccc(NC(=O)C2C3C=CC(O3)C2C(=O)NCc2cccnc2)c1 (stereo not given)	i	i
31	O=C(COc1ccc(S(=O)(=O)N2CCc3ccccc32)cc1Cl)NCc1ccccn1	i	i
32	O=C1CCCC2=C1C(c1ccncc1)c1c(nc(SCc3ccccc3)[nH]c1=O)N2 (stereo not given)	i	i
33	Cc1ccc(/C=C(\CCC(=O)O)c2nc3ccccc3s2)cc1[N+](=O)[O-]	i	i
34	CNC(=O)CSc1nc2c(c(=O)n(C)c(=O)n2C)n1Cc1ccc(C)cc1	i	i
35	Cc1ccc(-c2noc(-c3ccccc3C(=O)NCC3CCCO3)n2)cc1 (stereo not given)	i	i
36	O=C(N/N=C\c1cccnc1)c1cc(-c2ccccc2)nc2c(Cl)cccc12	i	i
37	Cn1nnc2cc(NC(=O)N3CCN(c4ccccn4)CC3)ccc21	i	i
38	CC(Oc1ccccc1)C(=O)N=C1SC2CS(=O)(=O)CC2N1c1cccc(F)c1 (stereo not given)	i	i
39	O=C(OCc1nnc(-c2ccccc2)o1)c1cccnc1Cl	i	i
40	O=C(NCc1ccco1)/C(=C/c1ccco1)NC(=O)c1ccccc1	i	i
41	NC(=O)C1CCN(C(=O)CN2CCCc3ccccc32)CC1	i	i
42	Cc1nnc(SCC(=O)Nc2nccs2)[nH]c1=O	i	i
43	Cc1cccc2sc(N(CCN(C)C)C(=O)/C=C/c3cccs3)nc12	i	i
44	Cc1ccc(N(CC(=O)N=Nc2c(O)[nH]c3ccccc23)S(C)(=O)=O)c(C)c1	i	i
45	CCOc1ccc(/C(C)=N/NC(=O)c2nnn(-c3nonc3N)c2-c2cccs2)cc1	i	i
46	COc1ccccc1-c1nnc(SC/C(O)=C(\C#N)c2nc3ccccc3[nH]2)n1C1CCCCC1	i	i
47	COC(=O)c1sc2ccc(C)cc2c1C(=O)OC	i	i
48	Cc1cccc(NC(=O)CSc2nnc(Cn3nnc(-c4ccccc4)n3)n2-c2ccccc2)c1	i	i
49	COc1cc(/C=N/NC(=O)c2ccncc2)ccc1OC(=O)c1ccco1	i	i
50	O=C(CSc1ccc(-c2cccc([N+](=O)[O-])c2)nn1)N1CCCCCC1	i	i

Later entries:
no.	smiles	CHT block	CHT allo act
51	CCOc1ccc(C(=O)N2CCN(S(=O)(=O)c3cccs3)CC2)c(OCC)c1	i	i
52	O=C(NCc1cccs1)c1cccnc1SCCS(=O)(=O)c1ccc(C(F)(F)F)cn1	i	i
53	CC(/C=C/C1(O)C(C)CC(=O)CC1(C)C)OC1OC(CO)C(O)C(O)C1O (stereo not given)	i	i
54	COc1cc(OC)cc(C(=O)N2CC(=O)Nc3ccccc32)c1	i	i
55	COC(=O)C(C)(C)ONC(=O)Nc1ccc([N+](=O)[O-])cc1	i	i
56	NC(=O)c1ccc(NC(=O)c2cccc(Oc3ccccc3)c2)cc1	i	i
57	CNC(=O)/C(C#N)=C/c1cn(CC(=O)OC)c2ccccc12	i	i
58	O=c1c([N+](=O)[O-])c(NCCN2CCCCCC2)c2ccccc2n1-c1ccccc1	i	i
59	CCN(Cc1ccccc1)C(=O)CSc1ccccc1C(=O)O	i	i
60	O=c1cc(-c2ccc(Cl)c(Cl)c2)[nH][nH]1	i	i
61	CCOc1ccc(OCCCCNCCN)cc1	i	i
62	Cc1ccc(-c2cc(C(=O)NCCc3ccc(S(N)(=O)=O)cc3)c3ccccc3n2)cc1	i	i
63	CCOc1ccc(NC(=S)NC(=O)/C=C/c2ccco2)cc1	i	i
64	CCN1CCN(S(=O)(=O)c2ccc(C)c([N+](=O)[O-])c2)CC1	i	i
65	CN(Cc1ccco1)C(=O)Cn1nc(-c2ccc(Cl)cc2)ccc1=O	i	i
66	Cc1cc(NC(=O)Nc2ccccc2Cl)no1	i	i
67	CCC(CC)NC(=O)CON=C1c2ccccc2-c2ccccc21	i	i
68	Cc1ccccc1CN1CCN(S(C)(=O)=O)CC1	i	i
69	N#CC1=C2C=Cc3ccccc3N2CCCC1=O	i	i
70	COc1ccc(NC(=O)NNC(=O)c2ccc3ccccc3c2O)cc1OC	i	i
71	O=C(Cn1ccc([N+](=O)[O-])n1)NCc1cccs1	i	i
72	CCC(Oc1ccccc1)C(=O)Nc1ccc(S(=O)(=O)N2CCOCC2)cc1 (stereo not given)	i	i
73	Cc1ccccc1NC(=O)/C(C#N)=C/c1ccc[nH]1	i	i
74	Cc1nn(CCO)c(C)c1Oc1ccccc1O	i	i
75	CCOC(=O)c1cc(-c2ccccc2)n(CC(=O)Nc2ccc(OC)c(OC)c2)c1C	i	i

Values by screen from the list.
Nos. 69–74 in CHT allo act: i, i, i, i, i, i
Nos. 69–74 in CHT block: i, i, i, i, i, i

Continued:
no.	smiles	CHT block	CHT allo act
76	CCOC(=O)C1CCN(c2nc3ccccc3nc2C(C#N)C(=O)OC(C)C)CC1 (stereo not given)	i	i
77	COC(=O)c1[nH]c2c(c1C)C(=O)CC(c1ccc(C)cc1)C2 (stereo not given)	i	i
78	COc1cc(OC)c(S(=O)(=O)Nc2ccccc2N2CCOCC2)cc1NC(C)=O	i	i
79	Cc1cc(OCC(O)CN2CCN(c3ccccn3)CC2)cc(C)c1Cl (stereo not given)	i	i
80	COc1ccc(S(=O)(=O)N2CCC(C(=O)NCCCN3CCOCC3)CC2)cc1	i	i
81	CCOC(=O)c1ccc(NC(=O)CC2Sc3ncnn3C2=O)cc1 (stereo not given)	i	i
82	Cc1cc2oc(=O)c(CC(=O)NCCCO)c(C)c2c2occ(C(C)(C)C)c12	i	i
83	COc1ccc(-c2cc(-c3n[nH]c(=S)n3-c3ccccc3Cl)[nH]n2)cc1	i	i
84	COc1cc(C2CC(c3ccccc3)=NN2c2ccccc2)ccc1OCC(=O)O (stereo not given)	i	i
85	CC(C)n1cc(CN2CCCC(C(=O)Nc3cccc(-c4cc5ccccc5[nH]4)c3)C2)cn1 (stereo not given)	i	i
86	c1csc(C2Nc3cccc4cccc(c34)N2)c1	i	i
87	CCOc1ccc(NC(=O)CN(C)C(=O)c2c(C)nn(-c3ccccc3)c2Cl)cc1OCC	i	i
88	COc1ccccc1C(=O)NCC(=O)OCC(=O)N(CC(C)C)c1c(N)n(Cc2ccccc2)c(=O)[nH]c1=O	i	i
89	CN(C)/C=C1\SC(=S)N(c2ccc(F)cc2)C1=O	i	i
90	Cc1ccc(-c2noc(CCC(=O)NC3CCCC3)n2)cc1	i	i
91	C=CCSc1cc(C)nc2c(-c3ccccc3)c(C)nn12	i	i
92	O=C(N/N=C\c1ccc(CNS(=O)(=O)c2ccccc2)o1)C(=O)Nc1ccc(F)cc1	i	i
93	O=C(NCCOc1ccccc1)C1CCC(=O)N(CCc2ccccn2)C1 (stereo not given)	i	i
94	CC(/C=N/NC(=O)c1ccc2nc(C)[nH]c2c1)=C\c1ccccc1	i	i
95	CSCC[C@H](NC(=O)c1ccc(Cl)c([N+](=O)[O-])c1)c1nc2ccccc2[nH]1	i	i
96	COC(=O)c1ccc(NS(=O)(=O)c2cc(C)ccc2OC)cc1	i	i
97	CCSc1nnc(NC(=O)c2nc3nc(C)cc(C)n3n2)s1	i	6.26*
98	NC(=S)NNC(=O)COc1ccccc1O	i	i
99	Cn1nccc1NC(=O)CC(CC(=O)O)c1ccccc1 (stereo not given)	i	i
100	CC1CCC(C(C)C)C(OCC(O)CNC(C)C)C1 (stereo not given)	i	i

Reprinted from the part before: three compounds, followed by the next part.
no.	smiles	CHT block	CHT allo act
98	NC(=S)NNC(=O)COc1ccccc1O	i	i
99	Cn1nccc1NC(=O)CC(CC(=O)O)c1ccccc1 (stereo not given)	i	i
100	CC1CCC(C(C)C)C(OCC(O)CNC(C)C)C1 (stereo not given)	i	i
101	CCCN1C(=O)SC(CC(=O)Nc2ccc(C)cc2)C1=O (stereo not given)	i	i
102	CCN(CC)CCCNC(=O)c1ccc(N2CCCCC2)c(NS(=O)(=O)c2ccc(C)cc2)c1	i	i
103	Cc1cccc(S(=O)(=O)Nc2cccc(-c3cn4ccsc4n3)c2)c1	i	i
104	CC(C)C(=O)NC(=S)Nc1ccccc1N1CCN(C(=O)c2ccccc2)CC1	i	i
105	CC(C)Nc1nc(-c2ccncc2)nc(-c2ccc(Cl)cc2)c1C#N	i	i
106	c1csc(COc2ccccc2CNC2CCCCC2)c1	i	i
107	O=C(NC1(C(F)(F)F)C(=O)Nc2c1c(=O)[nH]c(=O)n2-c1ccc(F)cc1)c1cccnc1 (stereo not given)	i	i
108	Cc1ccc(C)c(NC(=O)NNC(=O)c2cc3occc3[nH]2)c1	i	i
109	C=CCNC(=O)COC(=O)c1nc2nccc(C)n2n1	i	i
110	C/C(=N\NC(=O)c1ccc(Cn2cc(Br)cn2)o1)c1cccc(NC(=O)C(C)C)c1	i	i
111	Cc1ccc(CN2C(=O)N/C(=C\c3cccn3-c3cccc(C(=O)O)c3)C2=O)cc1	i	i
112	CCOc1ccc(-c2ccc(NS(=O)(=O)c3cc([N+](=O)[O-])c(C)c([N+](=O)[O-])c3)cc2)nn1	i	i
113	O=C(NCc1ccccc1F)C1CC(=O)N(c2ccc3c(c2)OCCO3)C1 (stereo not given)	i	i
114	Cc1cc(-n2nc(C)cc2C)n2nc(C)c(-c3ccc(Cl)cc3)c2n1	i	i
115	O=C1/C(=C/c2cccs2)SC(=S)N1CC(=O)N1CCCCC1CCO (stereo not given)	i	i
116	COc1ccc(CC(=O)Nc2ccc(C)cc2O)cc1S(=O)(=O)N1CCOCC1	i	i
117	CCOc1cc2nc(-c3ccc(OC)c(OC)c3)nc(NCCCN3CCOCC3)c2cc1OC	i	i
118	COc1cccc2c(N/N=C/c3ccccc3)cc(C)nc12	i	i
119	COc1ccc(Cl)cc1C(=O)NC(=S)Nc1ccccc1N1CCOCC1	i	i
120	CCCN1CNc2c(c(=O)[nH]c(=S)n2CCc2ccc(OC)c(OC)c2)C1	i	i
121	COc1ccc(-n2nnc3c(=O)n(CC(=O)Nc4cc(C)on4)cnc32)cc1	i	i
122	O=C(CSc1nc(-c2ccccc2)cc(=O)[nH]1)Nc1ccccn1	i	i
123	Cc1c(C(=O)OCC(=O)N2CC(=O)Nc3ccccc32)oc2ccc(Br)cc12	i	i
124	CCOC(=O)c1ccc(NC(=O)CC2OCCN(CC)C2=O)cc1 (stereo not given)	i	i
125	CC(C)(C)c1nnc(NC(=O)c2cccs2)s1	i	i
126	Cc1cccc(-n2ncc3c(NCCCO)ncnc32)c1	i	i
127	COc1cccc(N(C(C)=O)c2nc(C)cc(C)c2C#N)c1	i	i

Record cards, as listed above:
O=C(NC1(C(F)(F)F)C(=O)Nc2c1c(=O)[nH]c(=O)n2-c1ccc(F)cc1)c1cccnc1 (stereo not given) is listed as CHT block = i; CHT allo act = i
COc1cccc(N(C(C)=O)c2nc(C)cc(C)c2C#N)c1 is listed as CHT block = i; CHT allo act = i
